# NPC1 promoter act: NPC1 promoter activation. Huh7 NPC1 promoter luciferase reporter, 24 h. Potency, µM (doses to about 9.22 µM), for inactives: at the top dose activation, most hits filed as activators. 2.4% of 320,000 active;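 note: % of control where 0% means no effect; nearly all actives have a fitted effect of over 60% in size; reporter is driven by a mutant NPC1 promoter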
#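 NPC1 promoter–luciferase Huh7 cells; 24 h compound; luminescence.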
# BRCA1 expr act: activators of BRCA1 expression; MCF7-BRCA1-FFLuc reporter, luminescence, 48 h; response scale: scaled: vehicle 0%, 10 µM genistein 100%; Potency, µM (top dose mostly 46.1 µM), for the others: at the top dose activation, actives largely listed as activators; 1.1% of 380,000 active; note: nearly all actives have a fitted effect of over 80% in size; some results filed as inactive show a strong effect at the top dose
#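 Compounds are tested at multiple concentrations on MCF7 BRCA1-luciferase reporter cells seeded at 2000 per well; after 48 h, a single luminescence end-point is taken and curves fitted to the normalized data.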
# MBNL1 CUG block: inhibitors of human MBNL1 binding to CUG repeat RNA; Q9NR56; TR-FRET MBNL1-His/biotin-(CUG)12 binding, 665/545 ratio; Potency, µM (series often up to 57.5 µM), for inactives: at the highest dose activity change, negative = inhibition, most hits filed as inhibitors; 0.036% of 280,000 active; AID 2675; active = well fitted inhibition curve with a large enough effect in the signal ratio, with a control signal flat, not every such curve was filed as active; inconclusive = small, poorly fitted or top-dose-only effect, or effect the other way, or a change in a side signal; inactive = no such curve, though single readings can be large or run the other way; the % refers to the signal ratio; note: % is set by controls: 0 for no effect and ±100 for the full control effect
#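 TR-FRET between His-tagged MBNL1 and biotin-(CUG)12 RNA, detected with Tb anti-His antibody (0.055 ng/ul) and streptavidin-XL665 (5 nM), 60 min at room temperature. Compounds titrated 92 nM to 58 uM; 665/545 nm ratio normalized to buffer and complex controls.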
# RORg inh: blocks mouse ROR gamma transcriptional activity; Potency, µM (titrated, usually from 53.6 µM), for the others: top-dose activity change, negative = inhibition, actives largely listed as inhibitors; P51450; Drosophila S2 Gal4-RORgamma UAS-luciferase reporter, 20 h; 5.4% of 310,000 active; AID 2551; note: % is set by controls: 0 for no effect and ±100 for the full control effect; nearly all actives have a fitted effect of over 60% in size
# Target sequence (P51450 whole entry, looked up, the tested form may be a part): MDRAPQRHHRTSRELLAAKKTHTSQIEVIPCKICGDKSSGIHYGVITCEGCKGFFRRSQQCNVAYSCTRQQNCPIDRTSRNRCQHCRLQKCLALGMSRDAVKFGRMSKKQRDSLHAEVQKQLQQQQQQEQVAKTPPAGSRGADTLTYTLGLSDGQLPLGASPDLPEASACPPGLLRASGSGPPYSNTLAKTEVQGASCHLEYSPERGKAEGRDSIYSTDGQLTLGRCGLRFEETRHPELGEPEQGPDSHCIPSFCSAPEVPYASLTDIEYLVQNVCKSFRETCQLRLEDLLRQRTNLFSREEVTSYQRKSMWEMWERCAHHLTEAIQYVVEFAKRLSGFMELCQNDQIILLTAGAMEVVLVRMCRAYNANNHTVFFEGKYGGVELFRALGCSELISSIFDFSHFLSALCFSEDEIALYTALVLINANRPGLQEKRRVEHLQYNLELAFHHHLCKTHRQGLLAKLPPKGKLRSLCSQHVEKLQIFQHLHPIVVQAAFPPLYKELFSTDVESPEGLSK
#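 Drosophila S2 cells stably expressing Gal4-DBD/mouse RORγ fusion under metallothionein promoter plus UAS-luciferase; compound 1 h, then 700 uM CuSO4 induction for 20 h at ambient temperature; inhibition read as reduced luminescence.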
# ELG1 genotox: induces genotoxicity in HEK293T cells with luciferase-tagged ELG1; HEK293T ELG1-luciferase reporter, luminescence, 16 h; Potency, µM (highest dose often 46 µM), without a hit: top-dose activity change, positive = activation, most hits filed as activators; 1.3% of 330,000 active; AID 504466; note: % of control where 0% means no effect; nearly all actives have a fitted effect of over 60% in size
#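 HEK293T cells expressing luciferase-tagged ELG1 were treated with compound or DMSO for 16 hr at 37°C. Luciferase activity was then read after 30 min with ONE-Glo at room temperature; rising signal flags genetic stress.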
# p53 reactivator: re-activators of mutant p53 | H1299 p53-A138V BP100-luciferase reporter, luminescence, 24 h | Potency, µM (highest dose often 92.2 µM), without a hit: at the highest dose activity change, positive = activation, usual class: activators | 0.063% of 320,000 active | AID 504706; note: % of control where 0% means no effect; nearly all actives have a fitted effect of over 45% in size
#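 p53-null H1299 cells stably carrying temperature-sensitive p53-A138V and a BP100-luciferase reporter were pinned with compounds (4-point, 1:5 series) and held 24 hrs at 37 deg C. Luminescence was read 10 min after detection reagent.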
# uPA surface inh: cell surface uPA generation inhibition. 0.31% of 330,000 active. Potency, µM (titrated, usually from 38.3 µM), inactives show top-dose activity change, negative = inhibition, most hits filed as inhibitors. cell surface uPA generation assay, qHTS; active = well fitted inhibition curve with a large enough effect; inconclusive = small, poorly fitted or top-dose-only effect; inactive = no such curve, though single readings can be large or run the other way; tested in mouse RAW 264.7 cells; note: % is set by controls: 0 for no effect and ±100 for the full control effect; nearly all actives have a fitted effect of over 55% in size
# Rab9 promoter act: Rab9 promoter activation. Huh7 Rab9 promoter-luciferase reporter, luminescence, 24 h. Potency, µM (highest dose often 9.22 µM), without a hit: at the highest dose activation, negative = inhibition, actives largely listed as activators. 2.8% of 320,000 active. AID 485297; note: % of control where 0% means no effect; nearly all actives have a fitted effect of over 60% in size
#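 Luminescence from Amplite-detected luciferase (10 minutes, ambient) reports Rab9 promoter activation. Before that, stable Rab9-luciferase Huh7 cells (1500/well, reduced-serum OP-MEM I plus 10% FBS) were exposed to compound for 24 hours at 37C.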
# Gal4-VP16 FLuc: inhibits Gal4-VP16 luciferase reporter, ROR gamma counter-screen; Drosophila S2 Gal4-VP16 UAS-luciferase, luminescence, 20 h; 3.5% of 310,000 active; Potency, µM (series often up to 53.6 µM), for the others: top-dose activity, negative = inhibition, actives largely listed as inhibitors; AID 2546;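 note: Gal4-VP16 expression switched on by copper sulfate through the metallothionein promoter; % is set by controls: 0 for no effect and ±100 for the full control effect; nearly all actives have a fitted effect of over 50% in size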
# FLuc counter: inhibits or activates purified firefly luciferase, miR-21 counter-screen; purified FLuc, Km substrates, luminescence inhibition; Potency, µM (series often up to 57.5 µM), inactives show top-dose activity change, negative = inhibition, hits mostly inhibitors; 6.9% of 360,000 active;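 note: plate controls were vehicle for no effect and reference inhibitor for full effect; nearly all actives have a fitted effect of over 55% in size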
# Target sequence (P08659 whole entry, looked up): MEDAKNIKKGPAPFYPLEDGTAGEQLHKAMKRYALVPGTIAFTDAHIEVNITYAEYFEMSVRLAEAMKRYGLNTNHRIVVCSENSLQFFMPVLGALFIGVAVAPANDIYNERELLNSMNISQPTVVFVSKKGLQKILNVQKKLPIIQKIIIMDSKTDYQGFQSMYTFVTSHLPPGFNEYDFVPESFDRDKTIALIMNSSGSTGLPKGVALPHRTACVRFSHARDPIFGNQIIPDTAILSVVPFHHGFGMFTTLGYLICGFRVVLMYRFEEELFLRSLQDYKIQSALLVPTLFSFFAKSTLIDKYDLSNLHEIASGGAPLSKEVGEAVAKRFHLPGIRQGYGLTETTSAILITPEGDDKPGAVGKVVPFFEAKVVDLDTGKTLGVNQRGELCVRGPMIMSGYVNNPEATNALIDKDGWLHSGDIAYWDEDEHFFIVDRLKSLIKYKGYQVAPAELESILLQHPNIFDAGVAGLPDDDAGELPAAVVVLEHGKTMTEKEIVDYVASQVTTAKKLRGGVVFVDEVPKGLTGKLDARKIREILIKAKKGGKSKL
#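 Purified P. pyralis luciferase (10nM final) with 10uM D-luciferin and 10uM ATP (Km levels) in 50mM Tris acetate pH 7.5, 10mM Mg acetate, 0.01% Tween-20, 0.05% BSA; qHTS 6-point titration, ~60 µM downward; luminescence read.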
# Active calls of the source: *; ? = inconclusive; . = no result given; & = joins results of further samples; [ ] = remark or other dose. Unless noted, calls come from the whole dose curve; as a rule, active = well fitted curve in the direction sought with a large enough effect; inconclusive = small, poorly fitted or top-dose-only effect, or another doubt; inactive = no such curve, though single readings can be large; an effect the other way counts as inactive or inconclusive. Potency is the fitted concentration of half-maximal effect. Compounds as they come. Share with any hit: about 13%.
SMILES,NPC1 promoter act,BRCA1 expr act,MBNL1 CUG block,RORg inh,ELG1 genotox,p53 reactivator,uPA surface inh,Rab9 promoter act,Gal4-VP16 FLuc,FLuc counter
C=CCN(c1ccccc1OC)S(=O)(=O)c1cccc(C(=O)NCc2cccs2)c1,-7%,-41%,.,.,-6%,-1%,-3%,-7%,.,-1%
CN1CCN(CCCCC(=O)c2ccccc2)CC1,-1%,9%,8%,15%,1%,1%,0%,10%,2%,2%
O=C(O)c1cccc2c1C(=O)N(c1ccccc1)C2,-2%,-4%,-17%,4%,3%,-2%,0%,-2%,8%,-5%
COC(=O)c1[nH]c2ccc(Cl)cc2c1NC(=O)CN1CCC(C(N)=O)CC1,-2%,3%,9%,-1%,-2%,2%,10%,2%,11%,4%
CCOc1ccc(CNC(=O)CCn2c(=O)oc3ccccc32)cc1,-8%,2%,-4%,0%,1%,-23%,.,8%,-3%,9%
Cc1ccccc1NC(=S)Nc1ccccc1,0%,-21%,1%,?,-1%,.,3%,2%,?,3%
CCCCN(C(=O)C1=COCCO1)c1c(N)n(CCC)c(=O)[nH]c1=O,-4%,-4%,.,.,0%,-3%,0%,-4%,.,4%
C#CCOc1ccc2ccccc2c1/C=C(/C#N)c1ccc(C(=O)O)cc1,0%,-17%,0%,16%[1.91 µM],2%,-3%,-3%,6%,-13%,-8%
c1ccc(CSc2nnc(Cc3ccccn3)o2)cc1,?,45%,4%,23%,2%,10%,7%,?,7%,?
C/C(=N\NC(=O)c1ccc(NS(=O)(=O)c2cccs2)cc1)c1ccccc1,0%,4%,.,15%,-2%,-4%,-4%,-5%,3%,-26%
COc1ccc(Cl)cc1S(=O)(=O)n1ccnc1,0%,-10%,-1%,2%,5%,.,2%,0%,3%,5%
Cc1nn(CCO)c2c1C(=O)CCC2,-2%,12%,-3%,16%,0%,-7%,-2%,1%,-6%,0%
O=C1CCCC2=C1C(c1ccccc1)C1C(=O)c3ccccc3C1=N2 (stereo not given),-6%,-33%,?,?,6%,-1%,5%,-7%,?,-9%
CCOC(=O)C1(CCCc2ccccc2)CCN(C(=O)CN2C(=O)CSC2=O)CC1,-8%,-16%,1%,40%,-8%,1%,-2%,-1%,3%,0%
Oc1cccc(C(=S)N2CCC(Cc3ccccc3)CC2)c1,0%,-18%,2%,-6%,6%,-33%[inhibitor],-3%,-1%,-14%,?
O=c1c(Cl)c(N/N=C/c2ccc(Cl)cc2)cnn1-c1ccccc1,0.56µM*,-44%,.,?,6%,1%,11%,0.32µM*,-16%,-4%
Cc1ccccc1C(=O)NNC(=O)C1CCCN(c2ncccn2)C1 (stereo not given),3%,9%,0%,8%,0%,2%,11%,3%,-5%,4%
Cc1ccc2c(cnn2C(=O)CCCC(=O)NCc2ccc(Cl)cc2)c1,13%,1%,0%,-1%,1%,.,-32%,?,1%,1%
O=[N+]([O-])c1ccc(CSc2nnc(-c3cccnc3)o2)cc1,12%,-11%,?,15%,-4%,.,-10%,5%,15%,-1%
C/C(=N\NC(=O)CNc1ccccc1Cl)C(C)(C)C,-2%,35%,0%,-24%,2%,0%,1%,-4%,?,-16%
COc1ccc(-c2cnc3nc(/N=C/N(C)C)nn3c2/N=C/N(C)C)cc1,-4%,10%,5%,-15%,1%,0%,-3%,-3%,-14%,1%
Cc1cccc(OCCC(=O)NCC(=O)Nc2cccc(C)c2C)c1,1%,-55%,.,-8%[10 µM],9%,-2%,-1%,-4%,-6%,2%
COCCNC(=O)/C(C#N)=C/c1ccc2c(c1)OCO2,3%,-11%,?,-3%,13%,8%,-2%,17%,?,?
O=C(c1ccc(CN2CCc3ccccc3C2)cc1)N1CCc2ccccc2C1,2%,-20%,1%,13%,-5%,22%,6%,0%,2%,1%
CC1CC(C)CN(CCCNC(=O)CN2C(=O)CSc3ccc(S(=O)(=O)N4CCCCC4)cc32)C1 (stereo not given),-1%,6%,-2%,1%,-1%[9.26 µM],11%,-4%,-1%,4%,-2%

# Carrying on:
SMILES,NPC1 promoter act,BRCA1 expr act,MBNL1 CUG block,RORg inh,ELG1 genotox,p53 reactivator,uPA surface inh,Rab9 promoter act,Gal4-VP16 FLuc,FLuc counter
O=[N+]([O-])c1cc2c(c(CSc3ncccn3)c1)OCOC2,20%,81%,?,23%,?,2%,1%,?,-2%,?
CC(=O)Nc1sc(C)c(C)c1C(=O)OCC(=O)Nc1ccc(S(N)(=O)=O)cc1,.,-8%,.,.,3%,9%,14%,.,.,.
COc1ccc(S(=O)(=O)N2CCCCCC2)cc1Br,-3%,-13%,1%,12%,1%,1%,11%,10%,2%,-9%
Cc1ccc2cc(CCNC(=O)c3ccc(S(=O)(=O)N4CCOCC4)cc3)c(=O)[nH]c2c1,-1%,-19%,5%,15%,-3%,26%,-9%,?,-4%,5%
CCOc1ccc(NC(=O)c2cc(F)c(F)cc2Cl)cc1OCC,0%,-14%,.,26%,4%,-3%,2%,-1%,2%,3%
CCN1CCN(C(c2ccccc2)c2sc3nc(C)nn3c2O)CC1 (stereo not given),-5%,0%,2%,-16%,0%,2%,11%,-2%,8%,-1%
O=C(Cn1ccc2cc(S(=O)(=O)N3CCCC3)ccc21)NCc1ccccc1,0%,2%,2%,5%,1%,-4%,-2%,-2%,4%,4%
COc1ccc(C(=O)Cn2c(N3CCOCC3)nc3c2c(=O)n(C)c(=O)n3C)cc1,-1%,.,-2%,22%,0%,5%,.,0%,-9%,0%
CCc1nnc(NC(=O)c2c(C)nn(-c3ccccc3)c2Cl)s1,13%,-25%,-6%,-33%,2%,9%,9%,0%,8%,?
CS(=O)(=O)N1CCN(C(=O)c2ccc(Br)s2)CC1,-2%,14%,1%,5%,-2%,-2%,.,-5%,3%,-1%
CCOC(=O)Cn1c(=O)oc2cc(S(=O)(=O)N3CCc4ccccc43)ccc21,1%,-31%,-6%,27%,-5%,4%,-7%,-5%,-2%,3%
O=C(COC(=O)CSc1ccc(Cl)cc1)NCCc1ccccc1,1%,22%,.,.,0%,-8%,5%,-2%,.,-5%
CCCC(=O)NNC(=O)CCC(=O)NCc1ccccc1,-2%,1%,4%,3%,1%,5%,.,-4%,-19%,2%
O=C(Cn1nc(CNc2ccc(Cl)cc2)[n+]2c1CCCCC2)c1ccccc1,-3%,-21%,-6%,23%,1%,-7%,-6%,-7%,-2%,-5%
Nc1nc(Nc2cccc3ccccc23)nc(C2CCCC2=O)n1 (stereo not given),29%,.,9%,-7%,2%,0%,.,-5%,-7%,0%
O=C(OCc1ccccn1)C1CCN(C(=O)c2ccc(Cl)cc2)CC1,-5%,-12%,.,.,1%,-10%,-4%,-4%,.,0%
COc1cc(CNCc2cc(OC)ccc2OC)cc(OC)c1,1%,-17%,0%,-29%[1.91 µM],-7%,.,-29%,-3%,7%,0%
O=C(OCC(=O)N1CCC(Cc2ccccc2)CC1)c1cc(Br)ccc1O,.,-8%,.,.,-5%,3%,-8%,.,.,.
Cc1ccc(NC(=O)c2ccc3snnc3c2)cc1C,?,-8%&92%,3%,-13%,?,?,1%,?,-3%,15µM*
Cc1ccccc1OCC(=O)OCC(=O)NCc1ccccc1,0%,5%,.,.,0%,4%,8%,0%,.,-2%
COc1ccc(-c2noc(CCC(=O)NCC3CCCO3)n2)cc1 (stereo not given),5%,11%,.,14%,0%,-3%,4%,3%,?,-8%
COc1ccc(CCN2C(=O)c3cccnc3C2=O)cc1OC,-3%,1%,?,2%,0%,-7%,2%,7%,1%,-1%
Cc1cc(C)cc(NC(=O)N2CCNC(=O)C2CC(=O)Nc2cc(Cl)ccc2Cl)c1 (stereo not given),-6%,-31%,-9%,?,-6%,-5%,1%,4%,3%,-3%
O=C(NCCc1ccccc1)c1ccc(Cl)nc1,4µM*,?,3%,?,?,?,-2%,2µM*,-13%,12µM*
C=CC[n+]1ccn(-c2nc3ccccc3nc2[N-]S(=O)(=O)c2cccs2)c1,-2%,-5%,17%,-4%,3%,2%,9%,-14%,1%,-1%
O=C(CN1CCc2ccccc21)NC(=O)NC1CCCCC1,-4%,-5%,0%,31%,-3%,-6%,6%,2%,2%,-8%
Cc1cc(Nc2ccc(Br)cc2)n2nc(C)nc2n1,-1%,-6%,-2%,-26%,1%,-4%,11%,1%,13%,0%
Cc1c(-c2ccc(Cl)cc2Cl)nc2ccccc2c1C(=O)NCCN1CCOCC1,2%,-8%,4%,2%,10%,-3%,2%,9%,-1%,0%
C#CCOCCOCCOCCNc1nc(N2CCN(C(=O)[C@H]([C@@H](C)CC)n3cc([C@@H](N)CC(C)C)nn3)CC2)nc(N2CCN(C(=O)[C@H](Cc3ccc(O)cc3)n3cc([C@@H](N)C(C)CC)nn3)CC2)n1 (stereo not given in full),-6%,0%,-11%,-4%,6%,2%,4%,-4%,-4%,1%
Clc1ccccc1N/N=C/c1ccc2c(c1)OCO2,2.8µM*,62%,?,-1%,?,?,5%,2.8µM*,5%,11µM*

# Part of the list above, limited to uPA surface inh, p53 reactivator and NPC1 promoter act.
molecule | uPA surface inh | p53 reactivator | NPC1 promoter act
Cc1ccc2cc(CCNC(=O)c3ccc(S(=O)(=O)N4CCOCC4)cc3)c(=O)[nH]c2c1 | -9% | 26% | -1%
COc1ccc(S(=O)(=O)N2CCCCCC2)cc1Br | 11% | 1% | -3%
